CBFb RUNX1 block = CBF-beta/RUNX1 interaction disruption. AlphaScreen CBFb-His/RUNX1-biotin binding, biochemical. Potency, µM (series often up to 59.8 µM), without a hit: at the highest dose activity, negative = inhibition, actives largely listed as inhibitors. Q01196+Q13951. 230,000 tested, under 10 active. AID 1477; also: % of control where 0% means no effect
Target sequence (Q01196 whole entry, looked up): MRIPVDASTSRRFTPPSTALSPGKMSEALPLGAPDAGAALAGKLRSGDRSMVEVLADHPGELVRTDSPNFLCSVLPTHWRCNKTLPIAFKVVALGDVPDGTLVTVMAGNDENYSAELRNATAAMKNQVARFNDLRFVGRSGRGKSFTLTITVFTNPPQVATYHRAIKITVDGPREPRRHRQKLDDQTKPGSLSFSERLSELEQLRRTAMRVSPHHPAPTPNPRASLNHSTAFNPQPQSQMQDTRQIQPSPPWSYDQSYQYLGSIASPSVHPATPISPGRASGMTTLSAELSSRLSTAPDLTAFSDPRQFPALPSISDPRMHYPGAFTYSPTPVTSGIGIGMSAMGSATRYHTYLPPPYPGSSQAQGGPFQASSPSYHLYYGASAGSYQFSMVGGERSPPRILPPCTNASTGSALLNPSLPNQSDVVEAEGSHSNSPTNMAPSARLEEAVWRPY
Target sequence (Q13951 whole entry, looked up): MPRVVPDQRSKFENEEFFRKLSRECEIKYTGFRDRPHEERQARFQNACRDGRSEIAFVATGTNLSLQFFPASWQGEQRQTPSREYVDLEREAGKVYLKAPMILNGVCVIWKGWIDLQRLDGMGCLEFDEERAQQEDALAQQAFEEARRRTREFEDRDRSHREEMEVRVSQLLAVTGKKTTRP
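Compounds were screened at multiple concentrations against a preformed CBF-beta(His)/RUNX1(biotin) complex (30 nM of each) for 15 min at room temperature, followed by 90 min with nickel and streptavidin beads and AlphaScreen reading.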
Luc counter = blocks Kinase-Glo luciferase, a counter-screen artifact; Q27757; Kinase-Glo luciferase, ATP luminescence, 8 min; Potency, µM (series often up to 38.3 µM), inactives show at the top dose activity change, negative = inhibition, most hits filed as inhibitors; hit rate 0.28% among 200,000; AID 1379; also: potency is read from the fitted curve at half-maximal effect; % is scaled to controls: 0 for no effect and ±100 for the full control effect; nearly all actives have a fitted effect of over 60% in size
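Kinase-Glo luciferase light output from ATP and luciferin was measured with 10 uM ATP, within the enzyme's linear range. Buffer: 50 mM imidazole pH 7.2, 50 mM KCl, 7 mM MgCl2, 0.01% Tween 20, 0.05% BSA; luminescence read after 8 min at ambient temperature.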
LMNA splice mod = modulators of lamin A splicing | HeLa LMNA splicing GFP/RFP minigene ratio, 48 h | AID 1487 | hit rate 0.01% among 200,000 | Potency, µM (top dose mostly 46.1 µM), for the others: top-dose ratio change, negative = inhibition, hits mostly inhibitors; active = well fitted inhibition curve with a large enough effect in the signal ratio, with a control signal flat, not every such curve was filed as active; inconclusive = small, poorly fitted or top-dose-only effect, or effect the other way, or a change in a side signal; the % refers to the signal ratio; also: potency is read from the fitted curve at half-maximal effect; % is scaled to controls: 0 for no effect and ±100 for the full control effect
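Read-out is the ratio of GFP to DsRed2 object intensity, acquired by 488 nm laser-scanning cytometry on HeLa lamin A-EGFP minigene reporter cells. Compound incubation 48 hrs at 37 °C in Opti-MEM with 2% FBS; DMSO 0.5% final.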
HttQ103 aggreg = mutant huntingtin aggregation inhibition; PC12 HttQ103-GFP aggregates, Acumen cytometry, 40 h; Potency, µM (doses to about 46.1 µM), inactives show top-dose activity change, negative = inhibition, hits mostly inhibitors; hit rate 1.1% among 220,000; AID 1688; also: potency is read from the fitted curve at half-maximal effect; % is scaled to controls: 0 for no effect and ±100 for the full control effect; nearly all actives have a fitted effect of over 60% in size
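PC12/HTTQ103-GFP, ecdysone-inducible; teb 100 nM; cpd qHTS titration; GFP aggregates read on laser cytometer, Ex 488/Em 500-530 nm.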
IMPase Li cell = IMPase inhibition in cells with lithium potentiation | Potency, µM (highest dose often 59.4 µM), inactives show top-dose activity, negative = IMPase inhibition, hits mostly inhibitors | hit rate 0.35% among 210,000 | AID 1457 | CHO-M1 cells, IP1 TR-FRET (IP-One), carbachol + lithium;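 also: IP1 builds up when IMPase is blocked and the TR-FRET signal falls; potency is read from the fitted curve at half-maximal effect; plate controls were basal vehicle for no effect and high inhibitor control for full effect; nearly all actives have a fitted effect of over 50% in size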
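Lithium-sensitised IP1 accumulation assay; M1-expressing CHO cells treated 30 min at 37C with compound. Competitive antibody detection by time-resolved FRET followed a 10 min room-temperature lysis step.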
Epigenetic reg = regulators of epigenetic silencing causing reporter derepression in mouse cells. murine LDR cells, GFP reporter derepression, 30 h. Potency, µM (titrated, usually from 53.9 µM), for inactives: at the top dose GFP activation, hits mostly activators. hit rate 0.2% among 280,000; also: potency is read from the fitted curve at half-maximal effect; % of control where 0% means no effect; nearly all actives have a fitted effect of over 60% in size
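In this reporter-derepression format, murine cells bearing a silenced integrated CMV-GFP locus incubate with test compound (30 h, 37 C), then are washed and imaged; fluorescent objects of 20–120 um count as induced cells.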
NPSR antag = antagonists of human neuropeptide S receptor cAMP signaling; Q6W5P4; CHO-NPSR cells, cAMP TR-FRET, antagonist mode; Potency, µM (series often up to 38.3 µM), for inactives: at the highest dose activity change, negative = inhibition, hits mostly inhibitors; hit rate 1% among 220,000; also: potency is read from the fitted curve at half-maximal effect; % is scaled to controls: 0 for no effect and ±100 for the full control effect; nearly all actives have a fitted effect of over 50% in size; many of its hits are not listed in these tables
Target sequence (Q6W5P4 whole entry, looked up): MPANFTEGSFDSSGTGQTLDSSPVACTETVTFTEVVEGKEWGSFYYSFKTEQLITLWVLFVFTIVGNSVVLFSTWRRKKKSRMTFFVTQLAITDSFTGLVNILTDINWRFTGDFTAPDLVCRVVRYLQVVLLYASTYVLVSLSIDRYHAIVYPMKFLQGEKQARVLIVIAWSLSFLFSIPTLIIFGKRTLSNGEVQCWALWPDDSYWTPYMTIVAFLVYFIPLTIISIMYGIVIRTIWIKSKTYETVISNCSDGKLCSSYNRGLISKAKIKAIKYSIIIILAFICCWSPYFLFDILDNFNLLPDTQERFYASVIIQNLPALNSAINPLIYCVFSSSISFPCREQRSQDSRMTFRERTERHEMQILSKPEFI
Starred values were filed as active, the others as inactive; ? = inconclusive; nt = no result given; & = joins results of further samples; [ ] = another dose, or the depositor's remark. Unless noted, calls follow the shape of the dose curve; as a rule, active = well fitted curve in the direction sought with a large enough effect; inconclusive = small, poorly fitted or top-dose-only effect, or another doubt; inactive = no such curve, though single readings can be large; an effect the other way counts as inactive or inconclusive.

SMILES,CBFb RUNX1 block,Luc counter,LMNA splice mod,HttQ103 aggreg,IMPase Li cell,Epigenetic reg,NPSR antag
COc1ccccc1N(C)S(=O)(=O)c1ccc(C(=O)OCC(=O)Nc2cc(C)on2)cc1,?,0%,-11%[46 µM],25%,4%,-1.5%,-19%
CC1CN(Cc2ccccc2Cl)CC(C)O1 (configuration not stated),11%,-2%,-2%,?,-6%[38.3 µM],-1.8%,-1%[46.1 µM]
COc1cc(C(C(=O)NC2CCCCC2)N(Cc2cccs2)C(=O)Cc2c[nH]c3ccccc23)cc(OC)c1OC (configuration not stated),-2%,-1%,?,?,-7%[38.3 µM],-0.9%,-26%[46.1 µM]
O=C(CSc1nnc(-c2cccs2)n1CC1CCCO1)N1CCCC1 (configuration not stated),1%,4%,nt,-23%[9.22 µM],-3%,-1.8%,10%
COc1ccc(NC(=O)CC2SC(=NCC3CCCO3)NC2=O)c([N+](=O)[O-])c1 (configuration not stated),-1%,6%,-23%[46 µM],24%,9%,-0.1%,2%
CCCCCC(CC(=O)O)C(=O)O (configuration not stated),7%,1%,nt,nt,-3%,-1.3%,nt
O=C(NCC(=O)N1CCN(c2ncccn2)CC1)c1cccs1,-3%,-1%,3%,11%,26%[38.3 µM],-0.8%,-14%[46.1 µM]
COc1ccc(C2=NOC(C(=O)NC(C)(C)C)C2)cc1 (configuration not stated),4%,1%,3%,8%,12%[38.3 µM],-1.2%,-6%[46.1 µM]
O=C(c1ccco1)N1CCN(C(c2ccccc2)c2nnnn2Cc2cccs2)CC1 (configuration not stated),-1%,2%,4%,-11%,30%[activator][38.3 µM],-2.1%,-23%[46.1 µM]
O=C(NCc1ccc(F)cc1Cl)C1CCN(S(=O)(=O)N2CCC3(CC2)OCCO3)CC1,1%,-2%,8%,-2%,-24%[38.3 µM],?,-12%[46.1 µM]
COc1ccccc1NC(=O)C(=O)N(c1cccnc1)C(C(=O)NC(C)(C)C)c1ccccc1 (configuration not stated),3%,7%,14%[46 µM],0%[9.22 µM],-3%,-4.3%,-2%
Cc1cccc(OCc2nnc(SCc3nc4ccccc4c(=O)[nH]3)o2)c1,5%,-5%,2%,-4%,9%[38.3 µM],-1.0%,-13%[46.1 µM]

Next section, starting with the last 2 of the part before.
SMILES,CBFb RUNX1 block,Luc counter,LMNA splice mod,HttQ103 aggreg,IMPase Li cell,Epigenetic reg,NPSR antag
COc1ccccc1NC(=O)C(=O)N(c1cccnc1)C(C(=O)NC(C)(C)C)c1ccccc1 (configuration not stated),3%,7%,14%[46 µM],0%[9.22 µM],-3%,-4.3%,-2%
Cc1cccc(OCc2nnc(SCc3nc4ccccc4c(=O)[nH]3)o2)c1,5%,-5%,2%,-4%,9%[38.3 µM],-1.0%,-13%[46.1 µM]
O=C(CSc1n[nH]c(=O)[nH]c1=O)c1ccccc1[N+](=O)[O-],9%,nt,nt,-14%[9.22 µM],nt,1.1%,2%
Cc1cccc(C)c1NC(=S)Nc1ccc(F)cc1,1%,2%,?,16%,4%,-3.1%,9%
Cc1cc(NC(=O)c2sccc2C)n(-c2cccc(Cl)c2)n1,4%,-1%,19%,?,7%[38.3 µM],1.5%,-1%[7.67 µM]
Cc1ccc(NC(=O)c2c(Cl)n(C)c3ccccc23)cc1,8%,-1%,0%,10%,14%[38.3 µM],3.4%,-21%[46.1 µM]
Cn1c2c(c(=O)n(C)c1=O)C(NC(=O)c1ccco1)(C(F)(F)F)C(=O)N2 (configuration not stated),-3%,-2%,6%,-3%,-12%[38.3 µM],-1.0%,-1%[46.1 µM]
CNC(=O)/C(=N\O)c1ccccc1,5%,-3%,8%,4%[9.22 µM],0%[38.3 µM],1.3%,3%[46.1 µM]
O=C(CCNc1cccc(F)c1)c1cccc([N+](=O)[O-])c1,-24%,0%,?,10%,5%,1.3%,-24%
COc1cccc(-n2c(=O)c3c(C)c(C(=O)N(C)C)sc3n(CC(=O)NCC3CCCO3)c2=O)c1 (configuration not stated),8%,-2%,?,10%,-10%,-6.1%,19%
OCCn1c(SC2CCCCC2)nc2ccccc21,2%,0%,-3%,-13%,22%[38.3 µM],-1.0%,-10%[46.1 µM]
Cc1cccc(OCC(=O)NC(Cc2c[nH]c3ccccc23)C(=O)O)c1C (configuration not stated),-5%,-1%,16%[46 µM],-15%,2%,-5.4%&0.1%,2%
Cc1ccc(C(=O)C(OC(=O)CCC(=O)Nc2cccc(C)c2)c2ccccc2)cc1 (configuration not stated),4%,0%,3%,9%,-13%[38.3 µM],1.1%,-10%[46.1 µM]
COc1ccc(Nc2ncccc2C(=O)O)cc1,3%,6%,2%,?,39%[38.3 µM],-3.6%,?
COc1ccc(OC)c(NC(=S)NCC(c2cccnc2)N2CCOCC2)c1 (configuration not stated),12%,nt,nt,9%,-5%,-1.3%,11%
Cc1ccc(-n2cc3c(-c4cccc(Br)c4)nnc(C)c3n2)cc1,-16%,0%,?,?,23%[38.3 µM],-0.7%,?
CCCN1Cc2cccc(C(=O)Nc3ccc(S(=O)(=O)N4CCCCCC4)cc3)c2C1=O,3%,-4%,7%,1%,-2%[38.3 µM],2.1%,-2%[46.1 µM]
COc1cccc(OC)c1C(=O)Nc1nnc(C(C)C)s1,-2%,-5%,6%,9%,-14%[38.3 µM],0.0%,-13%[46.1 µM]
C=CCSc1n[nH]c(-c2ccc(OCCC)cc2)n1,15%,-3%,-2%,-29%,13%[38.3 µM],-1.1%,-2%[46.1 µM]
CCOc1cc(/C=C2/NC(=O)N(CC(=O)Nc3cccc(C)c3)C2=O)ccc1O,3%,3%,-3%,-5%,-6%,-1.0%,-7%[46.1 µM]
CCC(CC)C(=O)Nc1cc(C)c2c(=O)oc3ccccc3c2n1,6%,-3%,5%,-24%,26%[38.3 µM],1.0%,?
C=CCSc1nc(NC)c2sccc2n1,0%,4%,2%,8%,-6%[38.3 µM],-0.2%,8%[46.1 µM]
Cc1ccnc(NC(=O)C2COc3ccccc3O2)c1 (configuration not stated),0%,-9%,-7%,7%,2%,-1.3%,-4%
CC1(C)CC2C1CCC1(C)OC2(C)CCC1O (configuration not stated),nt,-3%,-5%,nt,-1%,-1.4%,nt
COC(=O)c1c(NC(=O)c2ccco2)sc2c1C(C(=O)OC)CC2 (configuration not stated),9%,-3%,-7%,-5%,5%[38.3 µM],0.0%,-14%[46.1 µM]
C=CCOCCN(CC)CC,10%,nt,nt,-3%[9.22 µM],nt,1.1%,-28%
O=C1COc2ccc(N3C(=O)c4ccccc4C3=O)cc2N1,4%,-1%,-3%[46 µM],10%[9.22 µM],6%,-5.1%,18%
O=C(CN1CCN(Cc2ccccc2)CC1)N/N=C/c1ccc(Br)s1,11%,nt,nt,-15%[9.22 µM],nt,-2.7%,10%
CCOc1ccc(S(=O)(=O)N2CCN(C(=S)NCc3ccccc3)CC2)cc1,5%,nt,-19%[46 µM],8%[9.22 µM],nt,1.1%,50%
CC1(C)CC(=O)C=C(C(=O)N2CCCC(C(=O)c3cccc(Cl)c3)C2)O1 (configuration not stated),0%,3%,-5%[46 µM],13%[9.22 µM],10%,-1.1%,5%
S=C1NC2CCCCC2N1 (configuration not stated),3%,-1%,1%[46 µM],17%,0%,-1.6%,16%
O=C(Cc1cccs1)Nc1nnc(SCc2cccc3ccccc23)s1,0%,-3%,-7%,-3%,-16%,3.0%,12%
Cc1cccc(Sc2nc(-c3ccccc3)ccc2C#N)c1,23%,-2%,-4%,-3%,20%[38.3 µM],-1.2%,-15%[46.1 µM]
CC(C)(C)C1CCC(=NNc2nc3ccccc3[nH]2)CC1 (configuration not stated),-11%,-20%,?,-16%,9%,-2.9%,9%
CC(C)CSc1nc2c(c(=O)[nH]c(=O)n2C)n1CCc1ccccc1,-3%,-9%,29%,-8%,-3%[38.3 µM],-3.5%,-16%[46.1 µM]
CCOc1ccc(CCNC(=O)C2=C(C)C(=O)OC23CCCCC3)cc1OCC,-11%,-1%,nt,-9%,13%,-1.2%,9%
COc1ccc(-c2cc(=O)c3cc(F)ccc3[nH]2)cc1,4%[89.1 µM],1%[39.9 µM],-2%,2%,?,-1.4%[96.6 µM],-12%
CC(C)N1C(=O)S/C(=C/c2ccc(Sc3nc4ccccc4[nH]3)o2)C1=O,-2%,5%,?,?,13%,-1.0%,-5%
CCN(CC)S(=O)(=O)c1cccc(C(=O)NC2CCCCC2)c1,5%,-2%,-3%,-2%,21%[38.3 µM],-1.1%,-9%[46.1 µM]
CC1CCN(c2ccc(C=O)o2)CC1,-6%,-3%,-8%[46 µM],-10%[9.22 µM],-1%,0.0%,13%
c1ccc(-c2ccccc2-n2cnnn2)cc1,3%,1%,3%,-1%,-8%[38.3 µM],1.4%,?
C[C@@H]1C=C[C@](Cc2ccccc2)(C(=O)NCCc2c[nH]c3ccccc23)N1C(=O)c1ccccc1,-5%[2.36 µM],0%&-3%,?,13%,16%&7%,0.3%&0.7%,-24%
COC(=O)c1c(NC(=O)CN2CCCC(C)C2)c2c(C)cccc2n1C (configuration not stated),2%,-6%,-10%,-6%,0%[38.3 µM],1.5%,-7%[46.1 µM]
Cc1ccc(N=CC2=C(O)CC(c3ccc(Cl)cc3)CC2=O)cc1 (configuration not stated),-1%,-4%,1%,7%,-2%,-0.9%,-30%
O=C(Nc1cnn(Cc2ccc(Cl)c(Cl)c2)c1)C12CC3CC(CC(C3)C1)C2,0%,3%,?,?,17%,0.0%,?
CN(C)Cc1nc2c(c(=O)[nH]1)C(C)(C)Cc1ccccc1-2,-6%,5%,0%,3%[9.22 µM],-11%[38.3 µM],-3.1%,19%[46.1 µM]
O=C1c2oc3ccccc3c(=O)c2C(c2ccc(O)cc2)N1c1nccs1 (configuration not stated),-5%,-1%,nt,-10%,-2%,1.3%,5%
O=C(Nc1ccccc1F)NC1CC1,-2%,-3%,15%[9.22 µM],-12%,-10%,1.3%,18%
CCC(=O)Nc1nonc1-c1nc2ccccc2n1CC(C)C,8%,1%,-11%,?,48%[activator][38.3 µM],6.0%,-24%[46.1 µM]
CCN(CC)c1ccc(/C=c2/sc3nnc(-c4ccccc4C)n3c2=O)cc1,-10%,4%,10%,13%,10%[38.3 µM],7.0%,-21%[46.1 µM]

An excerpt; rates above refer to the full screens.
